All columns: NCI-60 one-dose screen, growth in % after 48 h at 10 µM unless noted; 100 = growth as untreated, 0 = no growth, -100 = all killed.
RXF 393 = RXF 393 renal cancer cells | hit rate 6.9% among 77,000 | AID 1794773
OVCAR-5 = OVCAR-5 ovarian cancer; AID 1794783; hit rate 2.9% among 82,000
ACHN = ACHN renal cancer; hit rate 4.9% among 81,000; AID 1794771
IGROV1 = IGROV1 ovarian cancer; hit rate 4.7% among 79,000; AID 1794786
A498 = A498 renal cancer cells; AID 1794774; hit rate 5.4% among 76,000
OVCAR-8 = OVCAR-8 ovarian cancer. hit rate 4.4% among 81,000
SK-OV-3 = SK-OV-3 ovarian cancer cells; hit rate 3.2% among 80,000; AID 1794785
OVCAR-4 = OVCAR-4 ovarian cancer cells; hit rate 3.7% among 80,000; AID 1794784
OVCAR-3 = OVCAR-3 ovarian cancer | hit rate 7% among 79,000 | AID 1794787
Active calls of the source: *; nt = no result given; [ ] = another dose, or the depositor's remark. The calls were made as follows: active = growth percent below 10; inactive = the rest.

SMILES	RXF 393	OVCAR-5	ACHN	IGROV1	A498	OVCAR-8	SK-OV-3	OVCAR-4	OVCAR-3
CC(=O)N1N=C(c2ccc(Nc3nc(Nc4ccc(Cl)cc4)nc(Nc4ccc(Cl)cc4)n3)cc2)CC1c1ccco1 (centres undefined)	71	105	99	89	107	83	124	97	104
COc1ccc(S(=O)(=O)n2c3ccccc3n3ncc(-c4nnc(C)o4)c23)cc1	-22*	31	46	34	-8.1*	45	54	82	0.4*
C#CCC1(c2cc(OC)c(OC)c(OC)c2)NS(=O)(=O)c2ccccc21 (centres undefined)	102	96	102	100	94	99	110	101	95
Cc1c(C(=O)NNC(=O)c2ccc(Cl)cc2)nnn1-c1ccc(Br)cc1	93	95	102	105	139	103	90	97	115
Clc1cccc(N2CCN(CCCN3CCN(c4ccccc4)CC3)CC2)c1	88	102	87	103	72	96	97	76	101
Cc1ccc(S(=O)(=O)n2cc(-c3csc(-c4cn(C)c5ncccc45)n3)c3ccccc32)cc1	74	82	53	56	52	80	70	71	30
CCOC(=O)C(CC(=O)O)=C(C(=O)OCC)C(=O)OCC	102	109	105	111	104	100	110	90	111
Cc1nnc2c3nnc(CCC(=O)O)n3c3ccccc3n12	99	96	101	nt	91	103	100	104	111
COc1ccc(-c2nc(SCCC(C)C)nc(Nc3ccc([N+](=O)[O-])cc3)c2C#N)cc1	105	93	85	93	83	94	74	97	109
Cc1ccc(NC(c2cccc(Oc3ccccc3)c2)c2nnnn2C(C)(C)C)cc1 (centres undefined)	112	94	97	107	106	91	84	102	106
Nc1ccc2cc(S(=O)(=O)O)cc(O)c2c1N=Nc1ccc([N+](=O)[O-])cc1S(=O)(=O)O	108	113	111	105	97	103	105	108	113
CCN1CCN(c2cc(C)nc(N(CCCNc3ccnc4cc(Cl)ccc34)Cc3ccc4c(c3)OCO4)n2)CC1	-59*	50	-0.6*	5.0*	28	9.0*	72	28	-27*
c1cnc2[nH]cc(-c3ccc(-c4c[nH]c5ncccc45)s3)c2c1	109	110	84	52	94	87	88	86	77
CC(c1cccc(O)c1)N(C)C (centres undefined)	100	97	106	104	97	109	100	97	108
CN(C)CCOc1ccc(/C(=C(/CCCl)c2ccccc2)c2ccccc2)cc1	-42*	47	30	31	66	27	34	33	13
O=C1/C(=C/c2ccccc2Br)COc2ccc(O)cc21	101	92	75	79	113	55	128	78	55
O=C1CCC(NNC(=O)c2cccnc2)N1 (centres undefined)	129	96	102	104	nt	116	108	116	107
NC(=O)c1cc(Br)cc(Br)c1NS(=O)(=O)c1ccccc1	104	108	100	95	96	114	102	96	106
O=C1/C(=C/c2ccccc2)CC/C1=C\c1ccccc1	101	115	108	94	94	106	108	102	109
Cc1cc(=O)[nH]n1-c1ccc(C(F)(F)F)cc1N	113	116	107	99	132	100	89	99	106
CS(=O)(=O)c1ccc(-c2cnc3ccc(-c4cccc(C(=O)N5CCNCC5)c4)nn23)cc1	89	105	101	98	94	101	91	114	94
CN1CCN(Cc2ccc(NC(=O)c3cncc(C#Cc4cnc(N)c5ccc(C#N)cc45)c3)cc2C(F)(F)F)CC1	-91*	-80*	-92*	-64*	-30*	-68*	-4.8*	-57*	3.2*
Cc1cccc(C)c1NC(=S)/N=C\c1c(O)[nH]c(=O)[nH]c1=O	108	109	102	101	103	108	94	104	111
COc1ccc(NC(=O)[C@H](CO)NC(=O)OC(C)(C)C)cc1C(=O)Nc1cccc(C2CC(=O)c3c(cc(OC)c(OC)c3OC)O2)c1 (some centres undefined)	53	113	56	43	105	26	88	58	48
CCCN1C2CCC1/C(=C\c1ccc(F)cc1)C(=O)/C2=C/c1ccc(F)cc1	89	93	80	70	73	60	75	62	62
O=C(N1CCCCC1)N1CCCCC1	110	102	104	95	nt	102	107	114	103
C[n+]1ccc(/C=C/c2ccncc2)c2ccccc21	113	99	102	101	112	95	89	112	111
Cc1cc(C)n2c(C)nnc2c1	117	102	107	103	123	108	112	96	116
CC1CC(C)(C)NC(c2ccc(C(C)(C)C)cc2)=N1 (centres undefined)	103	105	107	103	102	100	107	119	100
COC/C=C(/COC)OC	117	98	99	125	119	110	102	114	107
Cc1ccc2c(CCO)c[nH]c2c1	108	99	99	99	115	99	106	102	nt
CCC(CC)n1c(C)cc(=O)n1C(CC)CC	111	99	101	140	116	104	104	107	113
CCNC(=O)c1ccc(Cl)c(Cl)c1	105	108	104	112	87	100	108	102	115
O=[N+]([O-])c1cc(S(=O)(=O)OCC2CO2)ccc1Cl (centres undefined)	103	111	99	53	121	88	104	106	108
OC(Cn1nnc2ccccc21)Cn1c2ccc(Br)cc2c2cc(Br)ccc21 (centres undefined)	120	97	103	nt	115	96	100	100	105
CN(C)C1c2cc3ccccc3nc2-c2ccccc2C1(C)C (centres undefined)	94	99	98	95	91	95	95	110	104
CC(=O)N1N=C(c2ccc(Cl)cc2)CC1c1cn(-c2ccccc2)nc1-c1ccc([N+](=O)[O-])cc1 (centres undefined)	135	94	97	122	109	102	97	86	106
COc1ccc(S(=O)(=O)NCCNc2nccc(-c3c(-c4ccc(F)cc4)nc4sccn34)n2)cc1	91	90	46	50	82	60	97	93	78
NCCS	93	109	108	101	76	112	115	118	117
COc1cc(OC)cc(/C(C)=N/NC(=O)CSc2nc3ccccc3c(=O)n2CCc2ccc(S(N)(=O)=O)cc2)c1	108	108	99	95	nt	76	117	100	102
CC(=O)c1c(Nc2ccc(F)c(F)c2F)[nH]c2c(F)cc(F)cc2c1=O	-4.6*	13	0.2*	16	-33*	5.4*	-4.3*	12	8.0*
O=C(O)C(c1ccccc1)C(Cc1ccccc1)c1ccccc1 (centres undefined)	113	114	110	nt	102	106	120	101	105
COc1ccc(C2CCc3cc(OC)c(OC)cc3C2NC=O)cc1OC (centres undefined)	110	103	106	123	78	100	110	96	104
COc1ccc(-c2nc(C(=O)Nc3cccc(OC)c3)nn2-c2cccc3ccccc23)cc1	93	89	86	69	103	100	90	88	85
O=C(O)c1cccc(C(=O)O)[n+]1[O-]	120	98	109	121	nt	103	101	104	113
COc1ccc2nc3cc(Cl)ccc3c(N3CCN(c4nccc(Oc5ccc(Cl)cc5)n4)CC3)c2c1	86	104	90	91	46	87	100	87	76
CNS(=O)(=O)Oc1ccc(-c2ccc3sccc3c2)cc1	114	101	101	105	104	104	110	112	104
O=C(CN1C(=O)C(=O)c2ccccc21)NC1=Nc2ccccc2C(=O)NN1	116	95	93	94	99	114	111	115	120
COc1cc([C@@H]2NC(=O)c3ccccc3N2)ccc1OCCCCCOc1cc(C2CC(c3cc(OC)c(OC)c(OC)c3)=NO2)ccc1OC (some centres undefined)	90	107	81	113	98	108	106	79	96
Cc1cc(C)c(C(=O)CC(C)C)c(C)c1	105	106	107	106	80	107	97	105	104
Cc1nc2ccccc2s1	106	118	105	102	88	102	96	109	100
N#Cc1ccc(OC(=O)Nc2cc(Cl)cc(Cl)c2)cc1	10[100 µM]	9.0*[100 µM]	0.4*[100 µM]	18[100 µM]	-20*[100 µM]	7.6*[100 µM]	-7.0*[100 µM]	11[100 µM]	7.8*[100 µM]
CCOC(=O)c1ccc(NCn2nc(-c3cc(-c4ccccc4)nc4ccccc34)n(-c3ccccc3)c2=S)cc1	111	98	99	109	72	102	120	99	110
COc1ccc(NC2=CC(=O)C(C)=C(C)C2=O)cc1	102	109	96	89	84	79	nt	44	9.9*
Cc1cc(NCCN2CCOCC2)n2c(nc3ccccc32)c1C#N	99	94	93	104	nt	101	88	90	107
COC(=O)C(CCC(=O)O)NC(=O)OCc1ccccc1 (centres undefined)	111	102	106	108	113	101	100	107	100
O=c1[nH]n(-c2nnc3n2N=C(c2ccc(Cl)cc2)CS3)c(=O)c2ccccc12	105	102	98	87	86	100	99	102	110
NC(=O)NC(=O)CNc1nnc(-c2ccccc2)s1	105	111	105	89	94	103	96	104	104
COc1ccc(Cl)cc1Cl	107	108	106	105	129	101	94	113	117
Cc1nc2ccc(Cl)cc2[nH]1	108	126	91	62	92	95	105	137	107

Record cards, from the list above.
Cc1nc2ccc(Cl)cc2[nH]1 in the list: RXF 393: 108; OVCAR-5: 126; ACHN: 91; IGROV1: 62; A498: 92; OVCAR-8: 95; SK-OV-3: 105; OVCAR-4: 137; OVCAR-3: 107
Cc1nc2ccccc2s1 in the list: RXF 393: 106; OVCAR-5: 118; ACHN: 105; IGROV1: 102; A498: 88; OVCAR-8: 102; SK-OV-3: 96; OVCAR-4: 109; OVCAR-3: 100

(listing goes on)
SMILES	RXF 393	OVCAR-5	ACHN	IGROV1	A498	OVCAR-8	SK-OV-3	OVCAR-4	OVCAR-3
O=C1CCC23C=CC(O)C(O2)c2ccccc2N13 (centres undefined)	121	104	109	101	111	105	118	109	101
COc1ccc2[nH]c(=O)c(O)c(-c3cccc4ccccc34)c2c1	101	102	94	82	93	98	94	93	103
COc1cc2c(cc1OC)C(=O)C(c1ccc3c(c1)OCO3)CC2 (centres undefined)	102	107	97	114	95	103	95	103	107
C=C(C)[C@@H]1CC[C@]2(C(=O)N3CCN(C)CC3)CC[C@]3(C)[C@H](CC[C@@H]4[C@@]5(C)CC(=C/c6ccncc6)/C(=N/O)C(C)(C)[C@@H]5CC[C@]43C)[C@@H]12	72	87	76	65	97	85	99	69	75
c1ccc2cc(Cn3c[n+](Cc4ccc5ccccc5c4)c4ccccc43)ccc2c1	-56*	22	46	-42*	-2.6*	-48*	-0.4*	-15*	-51*
C1CNNCCNN1	109	108	102	105	128	89	96	102	112
Nc1ncnc2c1N=C(c1ccc(F)cc1)CC(c1cccc(Nc3ccnc4cc(Cl)ccc34)c1)N2 (centres undefined)	39	107	96	74	92	82	99	76	89
CNC(=O)OCc1nc(SC2CCCCO2)n(C)c1COC(=O)NC (centres undefined)	85	116	107	110	99	100	102	109	104
CN1CCN(c2ccc(C(=O)/C=C/c3ccc(Cl)c(C(F)(F)F)c3)cc2)CC1	63	80	66	78	82	55	105	66	nt

Reformatted with two lines to a compound: five of the compounds above.
Every second line gives: RXF 393	OVCAR-5	ACHN	IGROV1	A498	OVCAR-8	SK-OV-3	OVCAR-4	OVCAR-3
- c1ccc2cc(Cn3c[n+](Cc4ccc5ccccc5c4)c4ccccc43)ccc2c1
  -56*	22	46	-42*	-2.6*	-48*	-0.4*	-15*	-51*
- C1CNNCCNN1
  109	108	102	105	128	89	96	102	112
- Nc1ncnc2c1N=C(c1ccc(F)cc1)CC(c1cccc(Nc3ccnc4cc(Cl)ccc34)c1)N2 (centres undefined)
  39	107	96	74	92	82	99	76	89
- CNC(=O)OCc1nc(SC2CCCCO2)n(C)c1COC(=O)NC (centres undefined)
  85	116	107	110	99	100	102	109	104
- CN1CCN(c2ccc(C(=O)/C=C/c3ccc(Cl)c(C(F)(F)F)c3)cc2)CC1
  63	80	66	78	82	55	105	66	nt
